LNCaP diff act: activators of LNCaP prostate cell differentiation, primary screen, flow cytometry side scatter | 4 d | side scatter shift, % at 10 µM | 24,000 tested, 0.56% active;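 active = side scatter shift above 30%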;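 also: androgen-responsive LNCaP prostate cancer cells in charcoal-stripped serum medium; percent of cells past a gate set so DMSO wells show 10% shift; higher shift means more granular cells and more differentiation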
Autofluor Jurkat: compound autofluorescence on Jurkat cells, primary screen, artefact control for VLA-4 allosteric ligand project, cell-based, flow cytometry; active compounds read high; 1 = vehicle-only cell background; fluorescence ratio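 (tested at 10 µM compound in the well)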; 24,000 tested, 0.61% active; AID 576, 2007;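 active = fluorescence ratio above 2.44, which is 1 plus 3 SD of all ratios; inconclusive = signal too bright to measure linearly, ratio around 10 or more; inactive = fluorescence ratio below 2.44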;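 also: green fluorescence of cells measured with 488 nm excitation and 530 nm emission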
VLA-4 allo ag: enhancers of LDV-FITC binding to VLA-4 integrin, primary screen, Jurkat cells, flow cytometry | activation, % at 10 µM (by protocol) | 24,000 tested, under 10 active | Integrin alpha-4 (Homo sapiens), P13612 | AID 528, 2006;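 active = fluorescent ligand binding to cells raised by more than 40% of the manganese-induced maximum; inconclusive = compound's own fluorescence above 85% of the ligand control signal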;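 also: 0% = ligand binding without compound and 100% = manganese-stimulated maximal binding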
Target sequence (P13612 whole entry, looked up): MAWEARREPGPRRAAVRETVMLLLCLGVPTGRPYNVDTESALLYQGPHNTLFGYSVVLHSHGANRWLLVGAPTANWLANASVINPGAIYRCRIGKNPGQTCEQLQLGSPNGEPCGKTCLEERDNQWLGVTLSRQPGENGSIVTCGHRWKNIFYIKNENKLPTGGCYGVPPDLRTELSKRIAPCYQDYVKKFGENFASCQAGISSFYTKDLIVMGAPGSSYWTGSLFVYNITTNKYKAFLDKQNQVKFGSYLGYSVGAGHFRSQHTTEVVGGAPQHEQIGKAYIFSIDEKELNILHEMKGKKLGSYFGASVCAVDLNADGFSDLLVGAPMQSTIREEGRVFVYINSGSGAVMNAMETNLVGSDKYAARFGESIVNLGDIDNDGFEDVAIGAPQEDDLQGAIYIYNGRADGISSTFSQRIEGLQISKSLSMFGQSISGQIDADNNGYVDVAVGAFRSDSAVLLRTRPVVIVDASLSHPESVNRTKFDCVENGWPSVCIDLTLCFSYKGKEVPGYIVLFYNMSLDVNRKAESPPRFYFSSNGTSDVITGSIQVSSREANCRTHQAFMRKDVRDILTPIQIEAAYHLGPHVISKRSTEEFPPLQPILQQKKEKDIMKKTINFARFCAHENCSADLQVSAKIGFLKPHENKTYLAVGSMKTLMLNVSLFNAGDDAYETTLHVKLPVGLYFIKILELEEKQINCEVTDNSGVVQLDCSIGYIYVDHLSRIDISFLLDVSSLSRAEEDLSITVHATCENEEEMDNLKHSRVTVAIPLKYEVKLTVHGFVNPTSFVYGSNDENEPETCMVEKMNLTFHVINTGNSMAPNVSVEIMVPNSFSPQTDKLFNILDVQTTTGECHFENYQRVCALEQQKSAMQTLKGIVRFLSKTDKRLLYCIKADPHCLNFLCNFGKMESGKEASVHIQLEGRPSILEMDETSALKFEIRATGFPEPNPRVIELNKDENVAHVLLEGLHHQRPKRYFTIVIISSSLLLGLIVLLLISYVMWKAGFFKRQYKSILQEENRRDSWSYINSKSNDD
VLA-4 antagonist: inhibitors of LDV-FITC binding to Mn2+-activated VLA-4, primary screen, Jurkat cells; 24,000 tested, 0.2% active; LDV-FITC binding with Mn2+, flow cytometry; 100% = Mn2+-driven binding gain fully reversed; AID 529, 2006; Integrin alpha-4 (Homo sapiens), P13612; inhibition, % at 10 µM (by protocol);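 active = inhibition above 50%; inconclusive = compound itself fluorescent, judged against control cell fluorescence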;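 also: 0% = Mn2+ stimulated cells lacking compound and 100% = ligand binding without Mn2+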
* hit, by the source's call; ? = inconclusive; · = no result given. An excerpt; count on the stated rates, not on these rows.

Start of the listing, in advance:
SMILES	LNCaP diff act	Autofluor Jurkat	VLA-4 allo ag	VLA-4 antagonist
CC1Cn2c(nnc2-c2ccc(F)cc2)S1 (configuration not stated)	6	1	0	0
CC1(C)CC(=O)C2=C(C1)OC(N)=C(C#N)C2c1ccccc1OC(=O)N1CCOCC1 (configuration not stated)	1	1.1	4	-19

Results, previewed entries included:
SMILES	LNCaP diff act	Autofluor Jurkat	VLA-4 allo ag	VLA-4 antagonist
CC1Cn2c(nnc2-c2ccc(F)cc2)S1 (configuration not stated)	6	1	0	0
CC1(C)CC(=O)C2=C(C1)OC(N)=C(C#N)C2c1ccccc1OC(=O)N1CCOCC1 (configuration not stated)	1	1.1	4	-19
COc1cccc(NC(=O)N2CCN(c3cccc(C)c3C)CC2)c1	4	0.94	0	-15
O=C(O)c1nc2ccccc2nc1C(=O)O	18	1	18	-12
Cc1cc(=O)n2nc(N3CCC(C(=O)NCCc4ccccc4)CC3)sc2n1	10	1.2	4	-18
CC1(C)C(c2ccccc2)=NC(c2ccc(F)cc2)N1O (configuration not stated)	9	1.1	-4	3
O=C(Nc1cccc(Br)c1)c1ccn[nH]1	5	1.1	1	-4
Clc1cccc(-c2nnc(-c3ccccc3)o2)c1	10	0.98	-8	-16
O=C(CCn1c(=O)[nH]c2ccccc2c1=O)NCCCN1CCN(c2cccc(Cl)c2)CC1	4	1.1	-4	-6
Cc1ccc(NC(=O)C2CCN(S(=O)(=O)c3cnc[nH]3)CC2)nc1	7	1.1	2	7
O=S(=O)(c1ccc2c(c1)OCCO2)N(Cc1ccc(F)cc1)Cc1nnc(-c2cccs2)o1	6	1	-2	5
O=C(NC1CCCCC1)C1CCN(S(=O)(=O)N2CCCCCC2)CC1	8	1.1	9	-24
O=c1cc(N2CCc3ccccc3C2)[nH]c(=O)n1C1CCCCC1	62*	1	-5	4
Cc1cc(C(=O)Nc2cnn(Cc3ccc(Cl)cc3Cl)c2)no1	2	1	-1	15
CCOC(=O)N1CCN(C(=O)c2ccc3c(SCC(=O)O)c4c(nc3c2)CCC4)CC1	7	0.9	13	-11
CC(C)C(NC(=O)c1ccccc1NC(=O)c1ccco1)C(=O)O (configuration not stated)	13	1.1	5	-11
NC(=O)C1CCN(C(=O)CCCCCn2c(=O)[nH]c3ccsc3c2=O)CC1	5	1	2	-2
c1cn2cc(-c3ccc4c(c3)OCO4)nc2s1	3	0.99	-2	-1
CCOC(=O)CCc1c(C)n(CC)c2cc(-c3ccccc3OC)nn2c1=O	6	1.1	-4	-11
CN1CCN(CC(O)COc2ccc(OCC(O)CN3CCN(C)CC3)cc2)CC1 (configuration not stated)	1	1.1	?	?
Cn1c(=O)cc(OCCCC(=O)NCCCN2CCN(Cc3ccccc3)CC2)c2ccccc21	10	1.1	-2	17
O=C(NC12CC3CC(CC(C3)C1)C2)c1cncc(O)c1	7	1	10	12
CCOc1ccccc1Nc1nc2ccccc2[nH]1	19	1.1	0	-10
Cc1oc(-c2ccc(Cl)cc2)nc1CN1CCCC(C(=O)N2CCN(C(=O)c3ccco3)CC2)C1 (configuration not stated)	27	0.92	-5	?
Cc1c(NC(=O)CN2c3cccc4cccc(c34)S2(=O)=O)c(=O)n(-c2ccccc2)n1C	10	0.99	5	-11
COc1ccc(C2C3=C(CCCC3=O)Nc3nc4ccccc4n32)c(OC)c1OC (configuration not stated)	9	1.1	-1	-3
Cc1ccc(S(=O)(=O)NCCC(=O)OCn2nnc3ccccc3c2=O)cc1	16	1.1	-7	13
COc1ccccc1-c1noc(-c2ccco2)n1	6	1.2	2	-10
O=C(CSc1nc2ccsc2c(=O)n1NC(=O)c1ccccc1)NCc1ccco1	5	1.1	-1	-9
CCN(CC)CCN1C(=O)C(O)=C(C(=O)c2cccs2)C1c1ccccn1 (configuration not stated)	11	1.1	5	-6
COc1cc(OC)nc(NC(=O)C(C)C)n1	0	1	1	2
CCCCCCNS(=O)(=O)c1ccc(OC)c(OC)c1	14	0.98	3	-10
CCOc1ccc(C(=O)N2CCC(C(=O)c3ccc4c(c3)OCCO4)CC2)cc1	15	1.1	-7	18
CN1CCN(CC#CCC(O)(c2ccccc2)C2CCCC2)CC1 (configuration not stated)	8	1	-10	-21
CCOCCCNC(=O)C1CCN(S(=O)(=O)c2c(C)noc2/C=C\c2ccc(OC)cc2)CC1	9	1.2	-1	-9
COc1cccc(OCC(O)CN2C(C)CCCC2C)c1 (configuration not stated)	19	0.91	-4	-18

Retrieved by compound from the list above, five records:
SMILES	LNCaP diff act	Autofluor Jurkat	VLA-4 allo ag	VLA-4 antagonist
CCCCCCNS(=O)(=O)c1ccc(OC)c(OC)c1	14	0.98	3	-10
COc1ccccc1-c1noc(-c2ccco2)n1	6	1.2	2	-10
CN1CCN(CC#CCC(O)(c2ccccc2)C2CCCC2)CC1 (configuration not stated)	8	1	-10	-21
CCOCCCNC(=O)C1CCN(S(=O)(=O)c2c(C)noc2/C=C\c2ccc(OC)cc2)CC1	9	1.2	-1	-9
CCOc1ccc(C(=O)N2CCC(C(=O)c3ccc4c(c3)OCCO4)CC2)cc1	15	1.1	-7	18

More entries.
SMILES	LNCaP diff act	Autofluor Jurkat	VLA-4 allo ag	VLA-4 antagonist
CC(=O)OCC(=O)[C@@]12OC3(CCCC3)O[C@@H]1C[C@H]1[C@@H]3CCC4=CC(=O)C=C[C@]4(C)[C@@]3(F)[C@@H](O)C[C@@]12C	2	1.1	-12	2
O=C(Nc1nccs1)c1ccc(COc2ccccc2Br)o1	13	1.1	-2	1
COC(=O)C(C)n1cnc2c(nnn2Cc2ccc(Cl)cc2)c1=O (configuration not stated)	9	1.1	0	1
COc1ccc(N2CCN(C(=O)CSc3nnc4n3C(C)(C)Cc3ccccc3-4)CC2)cc1	6	1.2	0	2
Cc1ccc(S(=O)(=O)C2(C(=O)Nc3cccc(F)c3)CC2)cc1	5	1	3	10
CCOC(=O)c1sc2nc(SCC#N)n(CCCN3CCCC3=O)c(=O)c2c1C	5	1.1	?	?
Cc1ccc2nc(-c3ccc4c(c3)OCCO4)cc(C(=O)O)c2c1	9	0.97	12	-23
O=C(NCc1cccs1)C1CCN(c2nc3ccccc3o2)CC1	6	0.9	-2	-1
O=C(O)C1CCCCC1C(=O)Nc1cnn(Cc2ccccc2)c1 (configuration not stated)	·	1	5	7
CC(=O)Nc1ccc(NC(=O)c2ccccc2N(C)S(C)(=O)=O)cc1	6	1.1	-8	-29
COC(=O)c1nnn(-c2ccccc2)c1N	5	1	-4	-22
Cc1oc(-c2ccc(Cl)cc2)[n+]([O-])c1C	8	1.1	-3	15
Cc1csc2nc(CSc3ccc(Cl)cc3)cn12	5	1	-10	0
COc1ccc(N2Cc3cccc(C(=O)N4CCN(C(=O)c5ccco5)CC4)c3C2=O)cc1	3	1.1	6	-3
CC1CCN(C(=O)C2CCN(C(=O)c3cc4sccc4n3Cc3ccc(F)cc3)CC2)CC1	3	1.2	?	?
O=C(NCC(c1cccnc1)N1CCN(c2ccccc2F)CC1)c1cccc(Cl)c1 (configuration not stated)	1	1.1	-11	15
COC(=O)c1cc(Br)c(=O)n(-c2nccs2)c1	3	1.1	4	-27
CCN(CC)CCCNC(=O)Cn1ncc2c(=O)oc3ccc(C)cc3c21	8	0.96	6	-5
CCOC(=O)N1CCN(C(=O)c2ccc3c(c2)sc2nc(-c4ccccc4)cn23)CC1	7	1.2	4	-18
COc1cccc(C2C(C(N)=O)=C(C)Nc3nc(CCCO)nn32)c1OC (configuration not stated)	9	1	5	-28
O=C(c1cc2c(=O)oc3ccccc3c2s1)N1CCOCC1	13	1.1	?	?
CC1(C)Cc2noc(N)c2C(C)(C)N1OC(=O)c1scc2c1OCCO2	5	0.99	2	5
O=C(NCc1cccnc1)c1cccc(C(F)(F)F)c1	8	0.99	0	-2
CN1CCN(C2=C(Cl)C(=O)N(c3cccc(Cl)c3)C2=O)CC1	10	1.6	7	-7

The list goes on; the last two above are carried over.
SMILES	LNCaP diff act	Autofluor Jurkat	VLA-4 allo ag	VLA-4 antagonist
O=C(NCc1cccnc1)c1cccc(C(F)(F)F)c1	8	0.99	0	-2
CN1CCN(C2=C(Cl)C(=O)N(c3cccc(Cl)c3)C2=O)CC1	10	1.6	7	-7
CCSC1=C(C#N)C(c2ccccc2OC)CC(=O)N1 (configuration not stated)	10	1.1	2	-20
CCCc1cc(C(=O)Nc2cc(C)nn2-c2ccccc2)no1	9	1	-1	-7
CCOC(=O)c1[nH]c(C)c(C(=O)N(C)Cc2ccccc2)c1C	9	1.1	-2	11
O=C(CN1CCN(CCC(=O)Nc2ccccc2F)CC1)Nc1ccc(Cl)cc1	8	1.1	2	1
O=C(CCn1cccc1)NCCc1ccc(Cl)cc1	9	1.2	-5	1
CC(=O)Nc1cccc(Oc2nc(C)cc(C)c2C#N)c1	5	1.1	0	-2
COc1nnc(OC)c2ccccc12	15	1	-3	27
O=C(C1CCC(=O)N1Cc1cccnc1)N1CCN(c2ccc(F)cc2)CC1 (configuration not stated)	5	0.9	7	0
COc1cccc(Cn2c(=S)[nH]c3ccc(N4CCOCC4)cc3c2=O)c1	6	1	1	-21
CCCS(=O)(=O)NCCc1cc2c(OC)ccc(OC)c2[nH]c1=O	16	1	2	-1
C=CCn1c(=N)c(C(=O)NCCCOC)cc2c(=O)n3cc(C)ccc3nc21	1	1	-1	-3
Cc1oc(-c2ccc(Cl)cc2)nc1CN1CCC(C(=O)NCc2cccnc2)CC1	17	1.1	0	2
O=C(CSc1nc2c(sc3ccccc32)c(=O)n1Cc1ccco1)NCC1CCCO1 (configuration not stated)	17	0.98	-5	1
Cc1cc2cc(CNC(=O)CC(C)C)ccc2n1C	2	1.1	-1	-8
O=C(Nc1ccc2c(c1)C(=O)N(C1CCCCC1)C2=O)C1CCCO1 (configuration not stated)	8	1.1	-10	-11
O=C(CCCn1c(=O)[nH]c2cc(Cl)ccc2c1=O)NCC1CCCO1 (configuration not stated)	4	0.98	2	4
CCOC(=O)c1[nH]c(=O)c2ccccc2c1O	11	0.99	5	-10
Cc1cc(N2CCN(c3ccccc3F)CC2)nc2cc(O)ccc12	3	1.1	-4	1
O=C(NCCN1CCOCC1)c1nn2c(c1Cl)NC(c1ccccc1)CC2C(F)(F)F (configuration not stated)	11	1	4	-4
COc1ccccc1NC(=O)C1=C(C)Nc2nnnn2C1c1cccc(C)c1 (configuration not stated)	4	0.95	3	2
Cn1c(=O)c2c(nc(-n3ccnc3)n2C)n(C)c1=O	3	1	-1	-14
CCN(CC)C(=O)CSc1nc2ccccc2c(=O)n1CCC(=O)NCc1ccc(F)cc1	12	1.1	?	?
O=C(Cc1c(C(=O)O)[nH]c2ccccc12)Nc1ccc2c(c1)OCO2	2	1.1	-1	-28
C=CCSc1nnc(NC(=O)c2ccc(S(=O)(=O)NCC3CCCO3)cc2)s1 (configuration not stated)	11	1.2	3	-12
CC(C)CCNc1cc(=O)n(C)c(=O)n1C	3	0.99	-1	-40
CC(C)NC(=O)C1CC(=O)N(c2ccc(F)c(Cl)c2)C1 (configuration not stated)	9	0.98	0	2
CSc1nc2c(c(=O)[nH]1)C(c1ccncc1)C(C(=O)OC(C)C)=C(C)N2 (configuration not stated)	8	1	-1	6
Cn1cnnc1SCC(=O)NCc1cccc(C(F)(F)F)c1	5	1	0	-3
CC(=O)c1cccc(NC(=O)CCOc2ccccc2)c1	4	0.93	6	-32
O=C(NCc1ccc2c(c1)OCO2)C1CCC(CNS(=O)(=O)c2ccccc2)CC1 (configuration not stated)	7	0.96	-2	16
CC(NC(=O)c1ccc(F)cc1)C(c1cccs1)N1CCN(C)CC1 (configuration not stated)	8	1	2	-8
O=C(NC1CCCCCC1)C1CCCN(S(=O)(=O)c2cnc[nH]2)C1 (configuration not stated)	10	1.1	-15	6
CCCn1c2c(c(O)c(C(=O)Nc3ccc(C)cn3)c1=O)CCCC2	10	1.1	6	-10
COc1ccc(C2C(C(=O)NCCN3CCOCC3)c3ccccc3C(=O)N2C2CCCCC2)cc1 (configuration not stated)	7	0.95	-2	-8
CC1(C)COCN1S(=O)(=O)c1ccc(C(=O)Nc2nnc(-c3ccc(Cl)s3)o2)cc1	14	1.2	-4	39
O=c1cc(CO)oc(C(Nc2ccccn2)c2ccc(C(F)(F)F)cc2)c1O (configuration not stated)	9	0.91	5	-10
CCc1nnc(NC(=O)c2ccc(S(=O)(=O)NCC(C)C)cc2)s1	3	1.1	2	-21
COCCNC(=O)c1cc(-c2ccccc2OC)on1	1	1	11	-13
Cc1ccc2oc(-c3ccccc3C(=O)O)cc(=O)c2c1	2	0.97	-4	-14
O=C(Nc1nnc(C2CCCC2)s1)C1CCN(S(=O)(=O)c2ccc(Cl)cc2)CC1	21	1	-7	12
CCOc1ccccc1C(=O)NCC(=O)OCC(=O)N1C(C)CCCC1C (configuration not stated)	10	1	4	-18
CCNc1nc(Oc2ccc(C(=O)OC)cc2)nc(N(C)C)n1	10	0.94	1	-10
CCc1c(O)nc(SCC(=O)Nc2ccc(OC)cc2)n(C2CCCCC2)c1=O	9	1.1	2	10
Cn1c2c(c(=O)n(C)c1=O)C(c1ccccc1OC(F)F)C1=C(CCCC1=O)N2 (configuration not stated)	12	1.1	?	?
Cn1c(=O)c2c(nc(SCCCC#N)n2Cc2c(F)cccc2Cl)n(C)c1=O	6	1.1	-8	3
